Mito fusion yeast: mitochondrial division inhibition or fusion activation; S. cerevisiae fusion-defective mutant growth rescue, CellTiterGlo 48 h; Potency, µM (doses to about 46.1 µM), without a hit: at the top dose growth rescue (activation), usual class: activators; 320,000 compounds, 0.23% hits;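 note: potency is the fitted concentration of half-maximal effect; % of control where 0% means no effect; nearly all actives have a fitted effect of over 45% in size; temperature-sensitive fusion mutants such as fzo1-1 at 37 °C on non-fermentable ethanol glycerol medium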
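Yeast fusion mutant, YPEG (non-fermentable carbon), compound, 48 h at 37C non-permissive; CellTiterGlo added, 10 min RT, luminescence read. Rescued growth = division inhibition.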
TRPV1 ag: activates the human vanilloid receptor TRPV1; AID 540275; TRPV1-expressing cells, Fluo-8 calcium influx, agonist mode; activation, % at 8.33 µM; Q8NER1; 320,000 compounds, 0.19% hits; in the data active = activation above about 80%; inconclusive = between about 30% and that limit; note: 0% is about no effect
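Fluo-8 calcium influx in TRPV1-expressing cells, kinetic read (ex 480/em 520 nm). Compound added and read 3 min for agonist activity, followed by capsaicin at EC20 final and 2 min further read for enhancement.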
TCR act: activates T cell receptor signaling | Potency, µM (doses to about 9.22 µM), for the others: at the top dose activation of IL-2 secretion, most hits filed as activators | primary human leukocytes, anti-CD3, IL-2 HTRF, 48 h | 330,000 tested, under 10 active; note: % of control where 0% means no effect
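Using a-CD3 beads without co-stimulation, primary human leukocytes were exposed to compounds for 48 hr. An HTRF IL-2 kit measured the cytokine, with europium-to-d2 energy transfer producing emission at 665nm upon 320nm excitation.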
hERG WT inh: inhibitors of human wildtype KCNH2 potassium channel | activity change, % at 1.84 µM | AID 720551 | Q12809 | U2OS, BacMam KCNH2, thallium flux FluxOr; stronger effect = lower value | 340,000 compounds, 0.37% hits;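 active = maximum activity change below -70%; inconclusive = maximum activity change between -70% and -50%; inactive = maximum activity change above -50%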; note: % is set by controls: 0 for no effect and ±100 for the full control effect
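U2OS cells were transduced with wild-type KCNH2 virus (2.03 x 10^8 / mL) for 4 h at room temperature, then cultured overnight at 37 C. Thallium flux was read with FluxOr dye. Rate constants were normalized to DMSO controls.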
ELG1 repair inh: ELG1-dependent DNA repair inhibition. HEK293T ELG1-luciferase reporter, luminescence, 16 h; DNA damage induced by 5-fluorouridine. Potency, µM (doses to about 46.1 µM), for the others: at the highest dose activity change, negative = inhibition, usual class: inhibitors. 330,000 compounds, 2.3% hits. AID 504467; note: potency is the fitted concentration of half-maximal effect; % is set by controls: 0 for no effect and ±100 for the full control effect; nearly all actives have a fitted effect of over 55% in size
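5-Fluorouridine DNA damage + compound/DMSO, 2,000 cells/well, 16 h, 37 °C/5% CO2. ONE-Glo, 30 min RT, luminescence. Readout = decrease in reporter signal.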
TSHR antagonist: human thyrotropin receptor antagonism | P16473 | TSHR-expressing cells, TSH-stimulated cAMP HTRF, 2 h; stronger effect = lower value | activity change, negative = inhibition, % at 11.5 µM | 330,000 compounds, 0.2% hits | AID 504810;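 active = activity change below a set negative limit, meaning inhibition stronger than a set level, cut at about -70% in these data; inconclusive = activity change between two set negative limits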; note: % is set by controls: 0 for no effect and ±100 for the full control effect
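TSHR-expressing cells were treated with compounds, then stimulated with TSH at EC80 (4nM final) for 2 hours at 37 deg C. Cellular cAMP was measured by HTRF competition between lysate cAMP and cAMP-d2 for a cryptate-labelled anti-cAMP antibody.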
KCNH2 3.1 inh: inhibitors of human KCNH2 3.1 potassium channel isoform; U2OS KCNH2 3.1, thallium flux FluxOr; stronger effect = lower value; activity change, % (tested at about 1.8 µM); 340,000 compounds, 0.95% hits; AID 720553;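 active = maximum activity change below -70%; inconclusive = maximum activity change from -70% to -50%; inactive = maximum activity change above -50%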;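 note: thallium influx rate constant from kinetic fluorescence after stimulation buffer; % is set by controls: 0 for no effect and ±100 for the full control effect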
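Normalized rate constant (relative to positive and negative DMSO controls) derived from a 2 min kinetic fluorescence read after stimulation; U2OS cells expressing the 3.1 isoform via virus at 1.77 x 10^8 /mL.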
USP2a block: USP2a (human) protease inhibition | 330,000 compounds, 0.01% hits | Potency, µM (series often up to 38.3 µM), inactives show top-dose activity change, negative = inhibition, actives largely listed as inhibitors | USP2 core, Ub-CHOP2 coupled fluorogenic reporter, 485/531 | O75604;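 note: potency is the fitted concentration of half-maximal effect; plate controls were DMSO wells for no effect and full inhibition by NEM control for full effect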
Target sequence (O75604 whole entry, looked up): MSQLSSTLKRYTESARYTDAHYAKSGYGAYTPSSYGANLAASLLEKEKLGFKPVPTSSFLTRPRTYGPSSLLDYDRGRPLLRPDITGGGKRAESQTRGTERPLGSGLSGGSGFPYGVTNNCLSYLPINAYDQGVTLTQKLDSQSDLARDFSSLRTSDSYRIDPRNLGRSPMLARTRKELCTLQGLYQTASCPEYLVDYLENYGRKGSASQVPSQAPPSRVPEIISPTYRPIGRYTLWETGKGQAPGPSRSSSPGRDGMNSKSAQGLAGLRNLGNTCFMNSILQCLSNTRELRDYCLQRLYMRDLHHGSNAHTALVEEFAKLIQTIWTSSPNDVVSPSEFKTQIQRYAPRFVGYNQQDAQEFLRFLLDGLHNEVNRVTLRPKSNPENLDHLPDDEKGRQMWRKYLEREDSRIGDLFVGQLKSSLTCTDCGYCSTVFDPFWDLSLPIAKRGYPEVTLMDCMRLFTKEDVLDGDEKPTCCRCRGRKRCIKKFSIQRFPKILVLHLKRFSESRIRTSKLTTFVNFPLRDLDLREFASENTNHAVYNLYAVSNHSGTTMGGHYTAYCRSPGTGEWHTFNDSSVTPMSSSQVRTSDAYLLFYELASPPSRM
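Cell-free coupled assay: 10nM USP2 core preincubated 30min RT with compound in Tris-HCl pH 8.0/CaCl2/CHAPS buffer, then 25nM Ub-CHOP2 and 25nM reporter substrate; fluorescence (Ex 485/Em 531) read after 60min RT, normalized to NEM inhibition, concentration-response curves fitted.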
A-T KAP1 phos: candidate therapy for ataxia-telangiectasia. […] A-T fibroblasts, KAP-1 phosphorylation AlphaLISA; neocarzinostatin DNA damage 30 min before lysis. Potency, µM (top dose mostly 57.5 µM), for inactives: at the top dose activation, actives largely listed as activators. 320,000 compounds, 0.19% hits. AID 485349; note: potency is the fitted concentration of half-maximal effect; % of control where 0% means no effect; nearly all actives have a fitted effect of over 45% in size
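ATM-like activity read as KAP-1 phosphorylation via AlphaLISA donor/acceptor antibody pairs after lysis and 6 hr at 25C. Cells were ATM-null patient fibroblasts ([…], hTERT), dosed 60 min, then exposed to the DSB inducer NCS for 30 min.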
Eya2 phos inh: inhibitors of human Eya2 phosphatase activity; recombinant Eya2, OMFP fluorescence dephosphorylation (OMFP is methylfluorescein phosphate); Potency, µM (highest dose often 76.9 µM), for inactives: at the highest dose activity, negative = inhibition, actives largely listed as inhibitors; 330,000 compounds, 0.006% hits; AID 488837; note: potency is the fitted concentration of half-maximal effect; % is set by controls: 0 for no effect and ±100 for the full control effect
Target sequence (O00167 whole entry, looked up): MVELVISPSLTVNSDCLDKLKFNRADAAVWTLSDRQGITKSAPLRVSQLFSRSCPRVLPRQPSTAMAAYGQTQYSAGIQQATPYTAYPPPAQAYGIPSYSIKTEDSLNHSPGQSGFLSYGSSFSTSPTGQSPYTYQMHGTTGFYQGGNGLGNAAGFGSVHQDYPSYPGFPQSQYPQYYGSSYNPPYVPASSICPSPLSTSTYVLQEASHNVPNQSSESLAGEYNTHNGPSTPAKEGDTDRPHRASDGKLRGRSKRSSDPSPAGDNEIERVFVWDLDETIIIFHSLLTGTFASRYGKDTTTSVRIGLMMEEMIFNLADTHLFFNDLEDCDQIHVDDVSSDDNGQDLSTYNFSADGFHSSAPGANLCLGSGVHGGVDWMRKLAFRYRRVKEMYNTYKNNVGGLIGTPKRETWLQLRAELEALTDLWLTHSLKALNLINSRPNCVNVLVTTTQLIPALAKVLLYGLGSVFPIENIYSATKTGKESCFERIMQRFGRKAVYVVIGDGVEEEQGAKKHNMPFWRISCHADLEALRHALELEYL
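Eya2 protein (added as 0.2 uM solution) was preincubated with compound for 10 min at ambient temperature in 50 mM HEPES pH 7.5, 50 mM NaCl, 5 uM MgCl2, 0.05% BSA, 1 mM DTT. OMFP (added at 50 uM) then reacted 10 min; fluorescence read at 485/525 nm.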
Active calls of the source: *; ? = inconclusive; / = no result given; [ ] = remark or other dose. Unless noted, calls come from the whole dose curve; as a rule, active = well fitted curve in the direction sought with a large enough effect; inconclusive = small, poorly fitted or top-dose-only effect, or another doubt; inactive = no such curve, though single readings can be large; an effect the other way counts as inactive or inconclusive. A portion of the library. The share of hits here may be higher or lower than overall.

SMILES	Mito fusion yeast	TRPV1 ag	TCR act	hERG WT inh	ELG1 repair inh	TSHR antagonist	KCNH2 3.1 inh	USP2a block	A-T KAP1 phos	Eya2 phos inh
Cc1sc2ncnc(N3CCN(S(=O)(=O)c4ccccc4)CC3)c2c1C	17%	3	4%	-13	?	18	-22	2%	/	-5%
O=C(Cn1c(-c2cscn2)nc2ccccc21)Nc1ccc(Cl)cc1	-5%	-2	2%[46.1 µM]	10	?	-1	17	2%	/	0%
C=C(C)Cn1c(CCNC(=O)C(C)(C)C)nc2ccccc21	-4%	4	/	0	0%	2	4	-2%	2%	-34%
CCOc1ccc(N(CC(=O)NCCc2ccc(F)cc2)S(=O)(=O)c2ccccc2)cc1	5%	?	/	-4	?	-7	6	0%	4%	-12%
Fc1ccc(-c2csc(N3CCC(c4ccccc4)C3)n2)cc1 (stereo not drawn)	-2%	5	1%	-1	?	2	-33	0%	12%	?
CC(=O)Nc1ccc(C2CC(c3ccc(Cl)cc3)=NN2c2ccccc2)cc1 (stereo not drawn)	13%	0	-10%	-16	?	0	0	1%	25µM*	10%
COC(=O)[C@@H]1CCCN1C(=O)CCc1nnc(CCc2c[nH]c3ccccc23)o1	16%	?	-176%	7	18%	9	24	-1%	29%	-3%
CC1Cc2ccccc2N1S(=O)(=O)c1cccc(C(=O)N2CCN(c3ncccn3)CC2)c1 (stereo not drawn)	16%	14	/	32	19%	3	-22	-1%	13%	1%
O=C(CSc1nnnn1C1CC1)Nc1cccc(S(=O)(=O)N2CCCC2)c1	1%	0	2%	-26	9%	10	-35	1%	3%	11%
CN(C)S(=O)(=O)c1cccc(CSCc2cccc(S(=O)(=O)N(C)C)c2)c1	-8%	12	-9%	-11	1.3µM*	-13	5	-1%	-2%	8%
Cc1ccc(CNC(=O)C2CCC(=O)N(CCc3ccccc3)C2)s1 (stereo not drawn)	-3%	-2	10%	-4	?	-3	0	2%	-2%	5%
CC(C)(C)c1ccc(OCC(=O)Nc2ccncc2)c(Br)c1	-10%	97*	0%	-1	-12%	-25	-38	3%	4%	?
CC(=O)N1CCC(=NNc2nc3ccccc3s2)CC1	2%	2	-4%	4	?	-5	-4	4%	-2%	-8%
O=C(O)CC1S/C(=N\N=C/c2ccccc2)N(c2ccc(O)cc2)C1=O (stereo not drawn)	1%	-2	-5%	1	5%	5	-7	0%	-1%	-3%
Brc1ccc2c(c1)CNc1c(ncnc1N1CCOCC1)O2	1%	22	-1%	4	-25%	-3	5	0%	0%	11%
CC(C)=CCc1c(C)nc2ccccc2c1C(=O)O	-1%	-2	4%	-4	3%	11	1	1%	5%	13%
Cc1ccc(CNC(=O)CSc2c3c(nc4cc(Cl)ccc24)CCCC3)o1	-1%	?	-11%	-1	-2%	-13	14	1%	4%	-12%
Cc1csc(C2=C(O)CN(c3ccc4c(c3)OCCOCCOCCOCCO4)C2=N)n1	-15%	-3	-2%	26	-2%	-3	-12	-3%	1%	-29%
COC(=O)c1ccccc1NC(=O)CCCN1C(=O)C(c2ccccc2)Oc2cccnc21 (stereo not drawn)	?	2	-7%	-5	-3%	-8	-14	0%	27%	-5%
Cc1ccc(C2=CSC3=NCCN23)c(C)c1	1%	0	8%	7	-10%	2	8	4%	6%	3%
CNC(=O)c1cc(Oc2ccc(NC(=O)Nc3ccc(Cl)c(C(F)(F)F)c3)cc2)ccn1	-18%	-4	0%	-3	?	?	-2	0%	14%	0%
CCN(Cc1ccncc1)Cc1nc(CC2CC2)no1	-2%	-2	-6%	-1	-4%	1	7	9%	-3%	2%
Fc1ccccc1-c1nc(-c2cnccc2C(F)(F)F)no1	1%	12	2%	-2	?	11	-16	1%	2%	-27%
O=S(=O)(Nc1ccncc1)c1ccccc1	-3%	-1	3%	-10	1%	-6	-2	-1%	2%	-4%

TRPV1 ag, what is marked active above.
mol | Mito fusion yeast | TRPV1 ag | TCR act | TSHR antagonist | Eya2 phos inh
CC(C)(C)c1ccc(OCC(=O)Nc2ccncc2)c(Br)c1 | -10% | 97* | 0% | -25 | ?

The results go on.
SMILES	Mito fusion yeast	TRPV1 ag	TCR act	hERG WT inh	ELG1 repair inh	TSHR antagonist	KCNH2 3.1 inh	USP2a block	A-T KAP1 phos	Eya2 phos inh
COCCn1c(N)c(N(Cc2ccccc2)C(=O)c2oc3ccccc3c2C)c(=O)[nH]c1=O	-26%	5	/	6	?	22	-9	0%	-2%	-3%
Clc1cccc(OCCN2CCCC2)c1	3%	-1	/	8	?	-13	12	-1%	3%	11%
Oc1ccc(Br)cc1/C=N/n1c(COc2ccccc2)n[nH]c1=S	-7%	5	0%	13	0%	-4	25	-3%	-1%	4%
COc1cccc(C(=O)Nc2nnc(-c3cccs3)o2)c1	5%	/	-1%	-12	?	16	6	-3%	-9%	2%
CC(=O)Nc1ccc(S(=O)(=O)NCCC(=O)NCCOc2ccccc2)cc1	0%	-1	-4%	5	7%	-4	-7	3%	-9%	1%
CCNc1nc(NCC)n2c(SCC(=O)Nc3ccc(OC(F)F)cc3)nnc2n1	0%	4	-1%	-1	0%	-6	2	4%	-5%	-6%
COC(=O)c1c(C)[nH]c(C)c1-c1ccc([N+](=O)[O-])cc1	-4%	-4	-1%	-8	-13%	-18	-14	2%	0%	-14%
CC(=O)c1ccc(S(=O)(=O)NCCC(=O)OCC(=O)N(Cc2ccccc2)C(C)(C)C)cc1	-1%	23	4%	-13	2%	5	-24	-4%	3%	5%
O=C(O)[C@@H]1CCCN1C(=O)c1ccccc1N1C(=O)[C@@H]2Cc3c([nH]c4ccccc34)C(c3cccc(Cl)c3)N2C1=O (stereo partly drawn)	-1%	1	-1%	-11	-15%	1	3	-2%	-9%	-16%
NC(=O)CC(NC(=O)c1ccc(Cl)cc1)C(=O)NCCc1ccc(S(N)(=O)=O)cc1 (stereo not drawn)	-1%	-1	-2%	6	4%	-5	5	0%	-3%	1%
Cn1nc(C(C)(C)C)c(NC(=O)c2sccc2Cl)c1C(C)(C)C	-1%	/	-2%	-3	-10%	-3	6	-1%	8%	2%
CC(NC(=O)COC(=O)c1cc(Cl)ccc1O)C1CC2CCC1C2 (stereo not drawn)	21%	28	4%	-8	1%	-37	0	2%	8%	-5%
Cc1ccc(S(=O)(=O)N2CCC(C(=O)N/N=C/c3ccccc3[N+](=O)[O-])CC2)cc1	-2%	-2	3%[46.1 µM]	0	-10%	-15	8	2%	2%	-7%
O=C(Nc1c2c(nn1-c1ccccc1)CS(=O)C2)c1ccc(Br)o1 (stereo not drawn)	0%	1	-3%	1	?	-8	/	-4%	8%	-9%
CC[C@]12c3[nH]c4ccccc4c3CCN1C(=O)C(CC(=O)NCCCn1ccnc1)C[C@@H]2C(=O)N1CCN(C(=O)C2CC2)CC1 (stereo partly drawn)	/	/	-7%	6	14%	-10	0	0%	15%	2%
Cc1ccc(CNC(=O)CCCc2ccccc2)cc1	4%	?	8%	-1	0%	-13	-6	-2%	1%	2%
O=C(CCNS(=O)(=O)c1ccc(Cl)cc1)N1CCN(Cc2ccccc2)CC1	-2%	11	1%	0	-11%	20	20	-1%	/	8%
CC(=O)Nc1ccc(CN2CCc3c([nH]c4ccccc34)C2C(C)(C)C)cc1 (stereo not drawn)	3%	6	1%	15	-3%	10	13	3%	1%	9%
CC1CCCC(NC(=O)COC(=O)c2ccc(N(C)C)cc2)C1C (stereo not drawn)	8%	-2	1%	-3	-14%	9	15	-4%	-2%	17%
O=C1CCCC2=C1C1(CCCCC1)N=C(Nc1nc3ccccc3o1)N2	0%	1	-1%[46.1 µM]	4	-13%	6	-35	1%	-5%	-1%
O=S(=O)(NCc1cccnc1)c1ccc(Cl)c(Cl)c1	-1%	7	1%[46.1 µM]	5	-15%	-2	-1	3%	1%	-24%
CCCc1cc(=O)oc2c(CN3CCCC3)c(O)ccc12	0%	-1	-115%	4	4%	-1	-8	0%	4%	-3%
COc1ccc(C)cc1NC(=O)c1ccc(CN2CCN(c3ccccc3)CC2)cc1	12%	-1	1%[46.1 µM]	-30	18%	-6	-104*	-8%	2%	-1%
CCOC(=O)c1c(C)oc(C)c(C(=O)OCC)c1=O	4%	-3	-7%	3	0%	7	3	0%	36%	6%
COc1ccc(CCNc2ncnc3sc(C)cc23)cc1OC	-2%	?	-7%	7	?	?	-2	0%	-4%	-1%

3 structures already listed, sorted by molar mass, ascending.
SMILES	Mito fusion yeast	TRPV1 ag	TCR act	hERG WT inh	ELG1 repair inh	TSHR antagonist	KCNH2 3.1 inh	USP2a block	A-T KAP1 phos	Eya2 phos inh
CCOC(=O)c1c(C)oc(C)c(C(=O)OCC)c1=O	4%	-3	-7%	3	0%	7	3	0%	36%	6%
COc1ccc(C)cc1NC(=O)c1ccc(CN2CCN(c3ccccc3)CC2)cc1	12%	-1	1%[46.1 µM]	-30	18%	-6	-104*	-8%	2%	-1%
Cc1ccc(S(=O)(=O)N2CCC(C(=O)N/N=C/c3ccccc3[N+](=O)[O-])CC2)cc1	-2%	-2	3%[46.1 µM]	0	-10%	-15	8	2%	2%	-7%

Compound activity deposited in PubChem BioAssay by National Center for Advancing Translational Sciences (NCATS).
